CASP6 VEID inh: human caspase-6 inhibitors, primary screen, biochemical, VEID-R110 fluorescence, single point, set 2; P55212; purified caspase-6, Z-VEID-R110 cleavage fluorescence; inhibition, % at 12.5 µM; 350,000 tested, 0.53% active; AID 686996, 2013;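 active means mean inhibition across replicates at least about 35%, with every replicate also reaching that limit, limit read from the data; inconclusive means only one of the two criteria met; inactive means neither criterion met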;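 further: 0% = median of neutral control wells and 100% = no fluorescence left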
Target sequence (P55212 24-179 limits assumed): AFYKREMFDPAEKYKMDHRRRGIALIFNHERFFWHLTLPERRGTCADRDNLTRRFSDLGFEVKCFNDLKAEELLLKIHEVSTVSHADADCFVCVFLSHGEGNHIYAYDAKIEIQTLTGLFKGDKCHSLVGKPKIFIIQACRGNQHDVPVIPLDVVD
Target sequence (P55212 194-293 limits assumed): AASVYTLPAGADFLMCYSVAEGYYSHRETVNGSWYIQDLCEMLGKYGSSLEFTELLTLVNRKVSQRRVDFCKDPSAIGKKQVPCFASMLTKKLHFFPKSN
SIRT5 block: SIRT5 desuccinylase inhibitors, primary screen, biochemical, fluorescence imaging, single point, set 5; NAD-dependent protein deacylase sirtuin-5, mitochondrial (Homo sapiens), Q9NXA8; Purified SirT5, succinyl-peptide AMC, trypsin-coupled fluorescence; inhibition, % at 15 µM; 330,000 tested, 1.1% active; AID 652115, 2013; in the data active means inhibition above about 15%; inconclusive means no clear call, values can overlap the other calls
Target sequence (Q9NXA8 whole entry, looked up): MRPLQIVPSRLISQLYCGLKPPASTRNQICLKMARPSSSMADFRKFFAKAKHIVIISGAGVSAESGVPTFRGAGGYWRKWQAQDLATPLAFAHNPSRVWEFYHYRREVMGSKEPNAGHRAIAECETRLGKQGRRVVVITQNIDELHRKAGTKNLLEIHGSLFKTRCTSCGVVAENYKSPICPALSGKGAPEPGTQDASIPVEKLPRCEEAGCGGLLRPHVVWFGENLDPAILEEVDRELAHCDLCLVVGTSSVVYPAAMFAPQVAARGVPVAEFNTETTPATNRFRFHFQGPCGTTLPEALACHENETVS
ARNT-TACC3 inh: disruptors of ARNT/TACC3 protein interaction, primary screen, biochemical, AlphaScreen, single concentration. 390,000 tested, 0.66% active. inhibition, % at 9.99 µM. AID 623870, 2012. AlphaScreen His-ARNT PAS-B/GST-TACC3 binding, luminescence; TACC3 fragment carries E629A point mutation;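 active means mean inhibition of replicates at least 50% and at least half of replicates each reaching 50%; inconclusive means half or more replicates reach 50% but mean below 50%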;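 further: 0% = complete ARNT plus TACC3 wells and 100% = ARNT alone without TACC3; many hits fall short of the cut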
LGR2 antag: inhibitors of bursicon-induced LGR2 CRE-luciferase signal, primary screen, cell-based, HEK293, CRE-luciferase reporter, bursicon stimulation; Drosophila bursicon receptor LGR2 (rickets); bursicon-stimulated, 4 h; inhibition, % at 9.99 µM; 380,000 tested, 0.35% active; AID 720647, 2013;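 active means drop in luminescence signal, shown as inhibition above about 50% in the replicate tests, limit read from the data, passing the limit was not always enough; inconclusive means probably only some replicates passing the limit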;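 further: agonist challenge used bursicon conditioned medium at about half maximal strength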
DENV2 CPE rescue: inhibitors of DENV2 cytopathic effect, primary screen, cell-based, plate reader, single concentration; DENV2-infected cells, cytopathic effect rescue; CPE inhibition, % at 9.99 µM; 350,000 tested, 1.7% active; in the data active means CPE inhibition above about 20%, passing the limit was not always enough; inconclusive means no clear call, values can overlap the other calls; tested in BHK-21 cells;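 further: 0% = median of neutral control wells and 100% = median of positive control wells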
PAX8 reporter: inhibitors of PAX8-driven TPO luciferase reporter, primary screen, RMG-I cells, single concentration | SteadyGlo, 24 h | inhibition, % at 12.6 µM | 360,000 tested, 1.2% active;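 active means mean replicate inhibition at least 60% with every replicate also reaching 60%; inconclusive means only one of the two criteria is met; inactive means mean below 60% and not all replicates reaching 60%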;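 further: luciferase light reporting Pax8 driven TPO promoter activity; plate controls were median of neutral control wells for no effect and mitoxantrone controls for full effect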
EWS-Fli inh: EWS/Fli-driven NR0B1 reporter inhibitors, primary screen, A673 cells, NR0B1 luciferase, luminescence, MLPCN library. inhibition, % at 12.6 µM. AID 651661, 2012. 350,000 tested, 0.67% active. viability-normalised;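 active means mean inhibition of at least 50% after viability correction, with every replicate also passing that limit; inconclusive means mean reaches 50% but only one of two replicates passes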;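 further: firefly luciferase signal divided by Alamar Blue viability fluorescence both relative to DMSO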
Numbers without * were called inactive; ? = inconclusive; . = no result given.

SMILES | CASP6 VEID inh | SIRT5 block | ARNT-TACC3 inh | LGR2 antag | DENV2 CPE rescue | PAX8 reporter | EWS-Fli inh
COc1ccc(C(=O)N/C(=C\c2cccc([N+](=O)[O-])c2)C(=O)Nc2cccc(C(=O)O)c2)cc1 | 8 | -1 | -9 | 14 | -2 | -3 | 2
Cc1noc(C)c1NC(=O)N(C)C[C@@H]1Oc2ccc(NC(=O)CCN3CCOCC3)cc2CC(=O)N([C@@H](C)CO)C[C@H]1C | 1 | 1 | -17 | 21 | -1 | . | -7
Cc1ccccc1NC(=O)COC(=O)CNC(=O)c1sc2ccccc2c1Cl | 1 | . | -2 | -4 | -3 | 31 | 2
CCCc1cc(-c2nc(N)ncc2-c2csc(C)n2)c(O)cc1OC | 4 | 2 | . | -7 | . | 13 | 2
COc1ccc(OC)c(/C=N/NC(=O)CCc2n[nH]c(=O)[nH]c2=O)c1 | 0 | -9 | 3 | 4 | 14 | 14 | -1
O=C1c2cccc(Cl)c2C(=O)N1c1ccccn1 | -1 | 7 | . | . | 6 | 16 | 17
COC(=O)c1c(NC(=O)CC2Sc3ccc(C(F)(F)F)cc3NC2=O)sc(C)c1C (stereo unspecified) | -3 | . | -5 | . | 25* | 49 | 15
COc1cc(N)c(Cl)cc1C(=O)OCC(=O)NCC1CCCO1 (stereo unspecified) | 2 | 0 | . | -13 | -7 | -12 | 4
CCOC(=O)C/C(C)=N/NC(=O)Nc1ccccc1 | . | . | -9 | 4 | . | -6 | .
C=CCN1C(=O)C(=Cc2ccc3c(c2)CCC3)SC1=S | . | -2 | . | -3 | -10 | 10 | -44
CN(C(=O)c1cccc(NC(=O)Cc2ccc(NC(=O)C3CCN(C(=O)c4ccccc4)CC3)cc2)c1)C1CC1 | 7 | 5 | 1 | -5 | 12 | -16 | 2
COc1ccc(Cl)cc1NC(=O)CN(C)C(=O)Cn1c(=O)oc2ccccc21 | 5 | -3 | -2 | -14 | -6 | 7 | -7
Cc1cc2oc(=O)cc(CN3CCN(Cc4ccccc4)CC3)c2cc1O | 5 | 3 | -2 | -1 | 3 | 16 | -3
COc1ccc2c3c([nH]c2c1)[C@@H](CO)N(C(=O)C1CC1)CC31CN(Cc2nccs2)C1 | 0 | 3 | . | 4 | 1 | 86* | -3
CCCC#Cc1ccc([C@H]2[C@@H](CO)N3CCCCN(S(C)(=O)=O)C[C@H]23)cc1 | -1 | -2 | -6 | -8 | ? | 1 | -6
COc1ccc(NC(=O)C2CCCN2S(=O)(=O)c2cccs2)c([N+](=O)[O-])c1 (stereo unspecified) | 1 | -6 | 7 | 1 | 9 | . | 10
Cc1cccc(NC(=S)N(CCN(C)C)Cc2cc3cccc(C)c3[nH]c2=O)c1 | . | . | 11 | 16 | . | 14 | .
O=C(COC(=O)CNC(=O)c1ccccc1)Nc1ccc(F)c([N+](=O)[O-])c1 | -2 | -5 | -2 | 20 | -8 | -20 | -10
Cc1ccc(OCC(=O)Nc2ccc3oc(=O)ccc3c2)cc1 | 1 | 1 | -5 | -3 | 12 | -20 | -11
COc1cc(/C=C/C(=O)OCC(=O)NCc2cccs2)ccc1OCC#N | . | . | 0 | 1 | . | 11 | .
CC(C)=CCC/C(C)=C/CNC(=O)C[C@H]1C[C@H](C(=O)N(C(C)C)C(C)C)[C@@]2(C)c3[nH]c4cc(CCC(=O)N(C)C)ccc4c3CCN2C1=O | 2 | 14 | -21 | 25 | 2 | 52 | 22
Cc1noc(C)c1S(=O)(=O)Nc1ccc2c(c1)C(=O)N([C@H](C)CO)C[C@H](C)[C@H](CN(C)C(=O)CCC(F)(F)F)OCCCC[C@@H](C)O2 | 0 | 4 | -2 | -10 | 72* | 3 | 8
O=C(C[C@H]1CC[C@H]2[C@@H](COC[C@@H](O)CN2S(=O)(=O)c2ccccc2F)O1)NCc1ccccc1F | 0 | 7 | 1 | 1 | 0 | -5 | -2
Cc1noc(C)c1S(=O)(=O)Nc1ccc2c(c1)C(=O)N([C@H](C)CO)C[C@@H](C)[C@@H](CN(C)C(=O)Nc1ccc3c(c1)OCO3)OCCCC[C@@H](C)O2 | 2 | 1 | 11 | 4 | 1 | . | 8
CC(C)(C)SCCNS(=O)(=O)c1ccc(Cl)cc1 | -10 | 0 | -7 | -2 | 3 | -2 | -8

Pulled one by one from the entries so far, 6 records:
SMILES | CASP6 VEID inh | SIRT5 block | ARNT-TACC3 inh | LGR2 antag | DENV2 CPE rescue | PAX8 reporter | EWS-Fli inh
CCCc1cc(-c2nc(N)ncc2-c2csc(C)n2)c(O)cc1OC | 4 | 2 | . | -7 | . | 13 | 2
COc1cc(/C=C/C(=O)OCC(=O)NCc2cccs2)ccc1OCC#N | . | . | 0 | 1 | . | 11 | .
O=C1c2cccc(Cl)c2C(=O)N1c1ccccn1 | -1 | 7 | . | . | 6 | 16 | 17
O=C(C[C@H]1CC[C@H]2[C@@H](COC[C@@H](O)CN2S(=O)(=O)c2ccccc2F)O1)NCc1ccccc1F | 0 | 7 | 1 | 1 | 0 | -5 | -2
Cc1noc(C)c1NC(=O)N(C)C[C@@H]1Oc2ccc(NC(=O)CCN3CCOCC3)cc2CC(=O)N([C@@H](C)CO)C[C@H]1C | 1 | 1 | -17 | 21 | -1 | . | -7
COC(=O)c1c(NC(=O)CC2Sc3ccc(C(F)(F)F)cc3NC2=O)sc(C)c1C (stereo unspecified) | -3 | . | -5 | . | 25* | 49 | 15

The listing continues:
SMILES | CASP6 VEID inh | SIRT5 block | ARNT-TACC3 inh | LGR2 antag | DENV2 CPE rescue | PAX8 reporter | EWS-Fli inh
O=C(Cc1ccccn1)N[C@@H]1CC[C@@H](CCNC(=O)c2cc(Cl)cc(Cl)c2)O[C@@H]1CO | 3 | -1 | 11 | 12 | -2 | -3 | 5
Cc1ccc(C(=O)c2oc3ccccc3c2NC(=O)c2cc(-c3ccccc3O)n[nH]2)cc1 | . | . | -8 | 4 | . | 21 | .
Cc1noc(C)c1COc1ccc(C(=O)Nc2cccnc2)cc1 | -11 | . | 0 | 0 | -2 | -6 | -3
COCCCC1CCN(Cc2nc(Cc3ccccc3Cl)no2)CC1 | 1 | 7 | 2 | 0 | 1 | -1 | -4
Cc1ccc(N(CCC#N)C(=O)COC(=O)c2nc3nc(C)cc(C)n3n2)cc1 | 1 | -3 | 1 | -10 | 17 | 7 | 0
COc1ccc(-c2ccc(C(=O)NCCc3ccccc3)c3occc23)c(C)c1 | 0 | -2 | . | -37 | -6 | -62 | -46
O=C(c1cccc(F)c1)N1CCCCN2[C@H](C1)[C@@H](c1ccc(-c3cncnc3)cc1)[C@@H]2CO | 2 | 0 | -3 | -10 | -10 | -18 | -10
O=C(/C=C/c1ccccc1O)c1ccccc1 | -2 | -3 | -1 | -44 | -3 | -78 | -43
COc1ccc(CCNS(=O)(=O)c2c(C)[nH]c(C)c2C(=O)N2CCCCC2)cc1OC | -1 | 1 | -23 | -1 | 6 | -22 | .
COc1ccc(CCNC(=O)C2CCCN(c3nc(C)cc(C)n3)C2)cc1 (stereo unspecified) | 0 | 0 | -1 | -5 | 5 | 10 | 6
COc1ccc(/C(C)=N/NC(=O)CN(c2ccc(OC)cc2)S(=O)(=O)c2ccccc2)cc1 | -2 | -4 | -4 | -6 | -7 | 8 | -2
COc1cc(CN2CCCN(C)CC2)c([N+](=O)[O-])cc1OC | -37 | -1 | -2 | -3 | 6 | -37 | 1
COc1cc(OC)c(C(=O)Nc2cc(Cl)ccc2-n2cncn2)cc1OC | 4 | -5 | -5 | 3 | -2 | 9 | 4
CC(NC(=O)c1ccc(OC2CCN(S(=O)(=O)N(C)C)CC2)cc1)C1CC1 (stereo unspecified) | 5 | -6 | -2 | -19 | -1 | 1 | 5
COc1ccc([N+](=O)[O-])cc1NC(=O)COC(=O)C12CC3CC(CC(O)(C3)C1)C2 | -1 | . | . | -4 | -9 | 1 | -5
Oc1ccccc1N1CCN(CC(O)COCc2ccccc2Cl)CC1 (stereo unspecified) | -1 | -4 | 2 | 10 | . | -14 | 2
COCc1cn([C@H]2C[C@@H]3O[C@H](CO)CC[C@@H]3O[C@@H]2CCc2ccc(-c3ccc(OC)cc3)cc2)nn1 | 2 | -1 | . | . | -11 | 3 | -3
S=C(Nc1ccc(Br)cc1Cl)NC1CCN(Cc2ccccc2)CC1 | -12 | 4 | 2 | 11 | 0 | 6 | 17
COc1ccc(C2=CCC3CCCCN3C2)cc1OC (stereo unspecified) | -1 | . | -18 | 2 | -2 | 6 | -6
O=C(NCc1cccc(F)c1)Nc1nnc([C@@H]2C[C@H](O)[C@@H](CO)O2)s1 | 2 | 1 | . | 29 | 0 | -3 | -16
CCn1c(Oc2ccccc2)nc2c1c(=O)n(C)c(=O)n2C | -3 | 0 | -2 | 14 | -3 | -36 | -8
O=C(NCC1COc2ccccc2O1)c1cccc(S(=O)(=O)N2CCOCC2)c1 (stereo unspecified) | -3 | -3 | 7 | -11 | -5 | -14 | 5
CCCNC(=O)N1C[C@@H]2[C@H](c3ccccc31)[C@@H](CO)N2Cc1ccccc1F | -2 | 0 | -4 | -6 | -4 | -2 | 8
CC(=O)Nc1cccc(NC(=O)COc2ccc3c(c2)OCO3)c1 | 0 | 0 | -3 | -27 | -4 | -24 | -30
COC(=O)c1ccc(CNC(=O)COC(=O)c2cccs2)cc1 | 2 | 1 | 2 | -17 | 1 | . | 3

No new results follow: five of the compounds above.
SMILES | CASP6 VEID inh | SIRT5 block | ARNT-TACC3 inh | LGR2 antag | DENV2 CPE rescue | PAX8 reporter | EWS-Fli inh
CCn1c(Oc2ccccc2)nc2c1c(=O)n(C)c(=O)n2C | -3 | 0 | -2 | 14 | -3 | -36 | -8
O=C(NCC1COc2ccccc2O1)c1cccc(S(=O)(=O)N2CCOCC2)c1 (stereo unspecified) | -3 | -3 | 7 | -11 | -5 | -14 | 5
CCCNC(=O)N1C[C@@H]2[C@H](c3ccccc31)[C@@H](CO)N2Cc1ccccc1F | -2 | 0 | -4 | -6 | -4 | -2 | 8
CC(=O)Nc1cccc(NC(=O)COc2ccc3c(c2)OCO3)c1 | 0 | 0 | -3 | -27 | -4 | -24 | -30
COC(=O)c1ccc(CNC(=O)COC(=O)c2cccs2)cc1 | 2 | 1 | 2 | -17 | 1 | . | 3

New compounds follow.
SMILES | CASP6 VEID inh | SIRT5 block | ARNT-TACC3 inh | LGR2 antag | DENV2 CPE rescue | PAX8 reporter | EWS-Fli inh
COc1ccccc1-c1nnc(SCC(=O)NCc2c(C)c(Cl)cc(C(C)C)c2O)o1 | 0 | -2 | -8 | 10 | -2 | . | .
Cc1ccc([N+](=O)[O-])cc1S(=O)(=O)Nc1cccc(-c2ccc(N3CCOCC3)nn2)c1 | 6 | 1 | 2 | -9 | ? | -95 | -58
Cc1ccccc1C(=O)N1CCC(C(=O)Nc2cccc(S(=O)(=O)N3CCCCC3)c2)CC1 | 1 | -2 | -6 | 15 | 4 | 20 | 19
CCN(C(=O)CSc1n[nH]c(-c2ccc(OC)cc2)n1)c1c(N)n(Cc2ccccc2)c(=O)[nH]c1=O | -1 | -1 | . | -27 | 2 | -6 | 3
COc1ccc(NC(=O)N(C)C[C@H]2OCCCC[C@H](C)Oc3ccc(NS(=O)(=O)c4ccc(C)cc4)cc3C(=O)N([C@@H](C)CO)C[C@H]2C)cc1 | -1 | 4 | 12 | 3 | 5 | -18 | -1
Cc1cccc2cc(CNC3CCCC3)c(Cl)nc12 | -3 | 1 | -9 | 39 | 0 | 6 | -4
CC(C)NC(=O)N[C@H]1CC[C@H](CCN)O[C@H]1CO | 0 | 0 | 5 | -18 | 0 | -5 | -6
CC1(C(=O)NCc2ccccc2)CN(S(C)(=O)=O)CC(=O)N1CC(F)(F)F (stereo unspecified) | 0 | -3 | . | 9 | 1 | 1 | -5

Source: PubChem BioAssay (Broad Institute)
